Screening results (PubChem)
RORg inh: blocks mouse ROR gamma transcriptional activity | AID 2551 | Potency, µM (doses to about 53.6 µM), without a hit: at the top dose activity change, negative = inhibition, actives largely listed as inhibitors | P51450 | 5.4% of 310,000 active | Drosophila S2 Gal4-RORgamma UAS-luciferase reporter, 20 h; further: potency means the concentration at half of the fitted maximal effect; on the % scale 0 is the no-effect control and ±100 the full control effect; nearly all actives have a fitted effect of over 60% in size
Target sequence (P51450 whole entry, looked up, the tested form may be a part): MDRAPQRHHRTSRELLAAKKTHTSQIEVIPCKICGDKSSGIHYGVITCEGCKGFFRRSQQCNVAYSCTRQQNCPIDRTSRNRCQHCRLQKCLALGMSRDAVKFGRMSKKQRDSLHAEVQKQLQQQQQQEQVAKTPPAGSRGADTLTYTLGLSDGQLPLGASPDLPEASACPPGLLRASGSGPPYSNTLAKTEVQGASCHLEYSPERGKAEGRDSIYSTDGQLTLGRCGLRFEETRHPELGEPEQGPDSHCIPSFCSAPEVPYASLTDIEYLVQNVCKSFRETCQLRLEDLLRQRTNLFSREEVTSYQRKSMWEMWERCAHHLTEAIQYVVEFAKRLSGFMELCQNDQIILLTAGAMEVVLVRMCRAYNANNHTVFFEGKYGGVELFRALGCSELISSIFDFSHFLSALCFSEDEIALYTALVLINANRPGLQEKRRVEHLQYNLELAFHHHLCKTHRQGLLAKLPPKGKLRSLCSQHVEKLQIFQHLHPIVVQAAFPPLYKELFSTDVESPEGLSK
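Schneider cells (Drosophila), stable Gal4 DBD–ROR gamma + UAS-luc; 1 hr cmpd preincubation; Cu2+ induction 700 uM final; 20 hr ambient; luminescence.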
PKM2 activator: PKM2 (human) enzyme activation; P14618; purified PKM2, Kinase-Glo ATP luminescence, activation; response scale: 0% is enzyme alone, no compound; Potency, µM (series often up to 57.5 µM), inactives show at the top dose activation, usual class: activators; 0.34% of 260,000 active; AID 1631; further: potency means the concentration at half of the fitted maximal effect; on the % scale 0 is the no-effect control and ±100 the full control effect; nearly all actives have a fitted effect of over 55% in size
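Kinase-Glo luminescence reports ATP generated from ADP (0.1 mM) and PEP (0.5 mM) by purified hPK-M2 after 1 h at room temperature, pH 7.2 imidazole buffer; intermediate enzyme activity allows detecting inhibitors and activators.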
Rab9 prom act: activates the Rab9 promoter | Huh7 Rab9 promoter-luciferase reporter, luminescence, 24 h | Potency, µM (series often up to 9.22 µM), inactives show at the top dose activation, negative = inhibition, most hits filed as activators | 2.8% of 320,000 active; further: potency means the concentration at half of the fitted maximal effect; % of control where 0% means no effect; nearly all actives have a fitted effect of over 60% in size
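Quantitative HTS format; Huh7 Rab9-luciferase reporter cells (1500/well) receive compound 2 h post-plating, incubate 24 h at 37 °C, then get luciferase reagent for 10 min before luminescence reading.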
NPC1 prom act: NPC1 promoter activation | Huh7 NPC1 promoter luciferase reporter, 24 h | Potency, µM (highest dose often 9.22 µM), without a hit: top-dose activation, hits mostly activators | 2.4% of 320,000 active | AID 485313;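 further: potency means the concentration at half of the fitted maximal effect; % of control where 0% means no effect; nearly all actives have a fitted effect of over 60% in size; reporter is driven by a mutant NPC1 promoter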
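Huh7 cells stably carrying NPC1 promoter–luciferase, plated in Opti-MEM with 10% FBS for 2 h, were exposed to compound in DMSO for 24 h at 37 °C; luciferase reagent was added for 10 min and luminescence read.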
Giardia kill: Giardia lamblia killing | Giardia lamblia trophozoite viability | activity change, % at 7.66 µM, hits read low | 0.15% of 340,000 active; in the data active means activity change below about -80%; inconclusive means between about -30% and that limit;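 further: parasites exposed to compound for two days anaerobically before the ATP read; on the % scale 0 is the no-effect control and ±100 the full control effect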
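Media and compound were dispensed first, then trophozoites at 100 cells/well; plates sat 48 hrs at 37 deg C without oxygen before ATP luminescence reagent was added and read after 15-30 min at room temperature.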
p53 reactivation: re-activators of mutant p53 | H1299 p53-A138V BP100-luciferase reporter, luminescence, 24 h | Potency, µM (highest dose often 92.2 µM), for the others: top-dose activity change, positive = activation, actives largely listed as activators | 0.063% of 320,000 active | AID 504706; further: potency means the concentration at half of the fitted maximal effect; % of control where 0% means no effect; nearly all actives have a fitted effect of over 45% in size
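H1299 (p53-null), stable ts p53-A138V + BP100-Luc; 1000 cells/well, Opti-MEM/10% FBS; cpd 4 pt, 1:5; 24 h, 37 deg C, 5% CO2; detection reagent 10 min RT; luminescence.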
Menin-MLL TR inh: menin-MLL binding inhibition, Texas Red mutant peptide; O00255; Menin + Texas Red MLL mutant peptide, fluorescence polarization; Potency, µM (doses to about 61.6 µM), for the others: top-dose FP activity change, negative = inhibition, hits mostly inhibitors; 0.23% of 270,000 active; AID 1768; active means well fitted inhibition curve with a large enough effect in the polarisation, with a control signal flat, not every such curve was filed as active; inconclusive means small, poorly fitted or top-dose-only effect, or effect the other way, or a change in a side signal; inactive means no such curve, though single readings can be large or run the other way; the % refers to the polarisation; further: potency means the concentration at half of the fitted maximal effect; % of control where 0% means no effect; many of its hits are not listed in these tables
FLuc modulator: counter-screen for miR-21 project: firefly luciferase inhibitors or activators; purified FLuc, Km substrates, luminescence inhibition; AID 588342; Potency, µM (doses to about 57.5 µM), for inactives: at the highest dose activity change, negative = inhibition, actives largely listed as inhibitors; 6.9% of 360,000 active;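 further: potency means the concentration at half of the fitted maximal effect; plate controls were vehicle for no effect and reference inhibitor for full effect; nearly all actives have a fitted effect of over 55% in size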
Target sequence (P08659 whole entry, looked up): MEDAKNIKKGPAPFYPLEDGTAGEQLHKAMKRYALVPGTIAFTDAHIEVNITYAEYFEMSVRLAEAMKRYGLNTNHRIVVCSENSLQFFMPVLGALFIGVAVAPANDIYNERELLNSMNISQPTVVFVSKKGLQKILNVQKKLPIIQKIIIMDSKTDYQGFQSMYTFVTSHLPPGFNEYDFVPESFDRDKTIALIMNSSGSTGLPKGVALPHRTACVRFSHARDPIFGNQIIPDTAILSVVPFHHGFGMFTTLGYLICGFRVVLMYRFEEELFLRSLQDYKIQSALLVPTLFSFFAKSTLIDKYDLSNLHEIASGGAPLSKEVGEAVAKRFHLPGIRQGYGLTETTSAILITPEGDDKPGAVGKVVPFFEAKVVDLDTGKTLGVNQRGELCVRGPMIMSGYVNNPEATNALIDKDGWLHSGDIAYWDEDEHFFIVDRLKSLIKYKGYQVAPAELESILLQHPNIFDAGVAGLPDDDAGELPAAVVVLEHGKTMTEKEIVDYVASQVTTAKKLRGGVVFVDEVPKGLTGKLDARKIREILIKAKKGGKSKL
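Biochemical qHTS of compounds, final roughly 60 µM downward over six points, against 10 nM purified firefly luciferase using Km concentrations of substrates (10 uM D-luciferin, 10 uM ATP) in Tris acetate pH 7.5 buffer; luminescence output.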
ELG1 genotoxic: induces genotoxicity in HEK293T cells with luciferase-tagged ELG1. 1.3% of 330,000 active. HEK293T ELG1-luciferase reporter, luminescence, 16 h. AID 504466. Potency, µM (series often up to 46 µM), inactives show at the top dose activity change, positive = activation, most hits filed as activators; further: potency means the concentration at half of the fitted maximal effect; % of control where 0% means no effect; nearly all actives have a fitted effect of over 60% in size
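ELG1-luciferase HEK293T cells, 2,000/well; compound pinned in; 16 hr, 37 °C, 5% CO2; ONE-Glo, 30 min RT; luminescence on CCD imager.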
Gal4-VP16 FLuc: counter-screen for ROR gamma inhibitors: Gal4-VP16 reporter; Drosophila S2 Gal4-VP16 UAS-luciferase, luminescence, 20 h; Potency, µM (titrated, usually from 53.6 µM), without a hit: at the highest dose activity, negative = inhibition, usual class: inhibitors; 3.5% of 310,000 active;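 further: Gal4-VP16 expression switched on by copper sulfate through the metallothionein promoter; potency means the concentration at half of the fitted maximal effect; on the % scale 0 is the no-effect control and ±100 the full control effect; nearly all actives have a fitted effect of over 50% in size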
BRCA1 expr up: increases BRCA1 expression; MCF7-BRCA1-FFLuc reporter, luminescence, 48 h; response scale: scaled: vehicle 0%, 10 µM genistein 100%; Potency, µM (series often up to 46.1 µM), for the others: at the top dose activation, usual class: activators; 1.1% of 380,000 active; AID 624202; further: potency means the concentration at half of the fitted maximal effect; nearly all actives have a fitted effect of over 80% in size; some results filed as inactive show a strong effect at the top dose
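First, MCF7-BRCA1-FFLuc cells (2000/well) attach for 2 h; next, compounds are pin-added and incubated 48 h at 37 °C; finally, luciferase reagent is added and luminescence read after 15 min.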
Numbers without * were called inactive; [ ] = remark or other dose. Unless noted, the call rests on the fitted dose curve; in most records, active means well fitted curve in the direction sought with a large enough effect; inconclusive means small, poorly fitted or top-dose-only effect, or another doubt; inactive means no such curve, though single readings can be large; an effect the other way counts as inactive or inconclusive.

What do the screens show for `COCCCNC(=S)N(Cc1ccccc1)Cc1ccccc1`?
RORg inh: 15.8µM*; PKM2 activator: 8.7%; Rab9 prom act: -3.5%; NPC1 prom act: 0.3%; Giardia kill: -4.8; p53 reactivation: -8.6%; Menin-MLL TR inh: 2.4%; FLuc modulator: -2.1%; ELG1 genotoxic: -7.2%; Gal4-VP16 FLuc: inconclusive; BRCA1 expr up: -5.8%

Results for CCN(CC)c1ccc(/C=N/Nc2nc3ccccc3[nH]2)c(O)c1 ?
RORg inh: 3.55µM*; PKM2 activator: 11.0%; Rab9 prom act: -28.0%; NPC1 prom act: -30.0%[inhibitor]; Giardia kill: 8.0; p53 reactivation: 17.8µM*; Menin-MLL TR inh: inconclusive; FLuc modulator: 7.57µM*; ELG1 genotoxic: inconclusive; Gal4-VP16 FLuc: 2.82µM*; BRCA1 expr up: -62.7%

Results for CCN(CC)C(=O)Oc1ccc(Cl)c2cccnc12 ?
RORg inh: 17.4%; PKM2 activator: -18.9%; Rab9 prom act: -0.3%; NPC1 prom act: 0.4%; Giardia kill: 1.3; p53 reactivation: -4.0%; Menin-MLL TR inh: -6.6%; FLuc modulator: -1.9%; ELG1 genotoxic: -2.1%; Gal4-VP16 FLuc: inconclusive; BRCA1 expr up: -11.8%

Results for Cc1ccc2oc(C(=O)N(C)Cc3ccon3)c(C)c2c1 ?
RORg inh: 13.5%; Rab9 prom act: 3.55µM*; NPC1 prom act: 3.16µM*; Giardia kill: -23.1; p53 reactivation: 20.8%; FLuc modulator: 10.7µM*; ELG1 genotoxic: 9.2µM*; Gal4-VP16 FLuc: -13.4%; BRCA1 expr up: 8.91µM*

What do the screens show for `CN(C)c1ccc(N2C(=O)CSC2=S)cc1`?
RORg inh: inconclusive; PKM2 activator: -3.3%; Rab9 prom act: 1.9%; NPC1 prom act: -8.2%; Giardia kill: -2.5; p53 reactivation: 28.0%; Menin-MLL TR inh: inconclusive; FLuc modulator: 1.3%; ELG1 genotoxic: -2.4%; Gal4-VP16 FLuc: inconclusive; BRCA1 expr up: -4.8%

How did COc1ccc(CNc2nc(NCc3ccc(OC)cc3)n(C(C)=O)n2)cc1 do in these assays?
RORg inh: 21.5%; PKM2 activator: 7.1%; Rab9 prom act: 1.3%; NPC1 prom act: 1.2%; Giardia kill: -4.0; p53 reactivation: 0.1%; Menin-MLL TR inh: 1.4%; FLuc modulator: 0.3%; ELG1 genotoxic: -0.3%; Gal4-VP16 FLuc: 11.0%; BRCA1 expr up: 14.0%

How did CCCOc1ccc(C2C3=C(Nc4nc(N)[nH]c(=O)c42)c2ccccc2C3=O)cc1 (stereo not drawn) do in these assays?
RORg inh: 6.0%; PKM2 activator: -1.1%; Rab9 prom act: -4.2%; NPC1 prom act: -2.8%; Giardia kill: -5.8; p53 reactivation: -4.6%; FLuc modulator: -0.1%; ELG1 genotoxic: -0.3%; Gal4-VP16 FLuc: -1.7%; BRCA1 expr up: -6.4%

What do the screens show for `CS(=O)(=O)c1ccc(C(=O)NCC(c2ccco2)N2CCCCC2)cc1` (stereo not drawn)?
RORg inh: -0.3%; PKM2 activator: -3.7%; Rab9 prom act: -1.6%; NPC1 prom act: -4.5%; Giardia kill: -7.7; p53 reactivation: 3.3%; Menin-MLL TR inh: 0.4%; FLuc modulator: 0.5%; ELG1 genotoxic: 2.3%; Gal4-VP16 FLuc: 0.9%; BRCA1 expr up: -3.2%

Results for CC(=O)Nc1ccc(-c2ccccc2)s1 ?
RORg inh: 3.3%; PKM2 activator: -6.8%; Rab9 prom act: 3.1%; NPC1 prom act: -1.0%; Giardia kill: -18.9; p53 reactivation: 5.6%; Menin-MLL TR inh: 19.4%; FLuc modulator: 1.4%; ELG1 genotoxic: -1.8%; Gal4-VP16 FLuc: 1.5%; BRCA1 expr up: -1.9%

What do the screens show for `Cc1ccc(NS(=O)(=O)c2cc3c4c(cccc4c2)C(=O)NC3=O)cc1`?
RORg inh: -2.3%; PKM2 activator: 1.0%; Rab9 prom act: 1.7%; NPC1 prom act: -4.1%; Giardia kill: -16.7; p53 reactivation: -3.3%; Menin-MLL TR inh: inconclusive; FLuc modulator: 2.7%; ELG1 genotoxic: -14.4%; Gal4-VP16 FLuc: -4.2%; BRCA1 expr up: -49.3%

How did O=c1oc2cc([N+](=O)[O-])ccc2nc1/C=C(\O)c1cccc(Br)c1 do in these assays?
RORg inh: 13.2%; PKM2 activator: 1.6%; Rab9 prom act: 0.7%; NPC1 prom act: -1.2%; Giardia kill: -13.1; p53 reactivation: 4.2%; FLuc modulator: 2.6%; ELG1 genotoxic: -0.4%; Gal4-VP16 FLuc: -12.8%; BRCA1 expr up: -8.8%

What do the screens show for `CCc1nc2ccccc2c(C(=O)OCC(=O)NCc2ccco2)c1C`?
RORg inh: -40.1%; PKM2 activator: 12.3%; Rab9 prom act: 1.5%; NPC1 prom act: -6.1%; Giardia kill: 6.4; p53 reactivation: 6.0%; Menin-MLL TR inh: -1.3%; FLuc modulator: -2.7%; ELG1 genotoxic: -2.0%; Gal4-VP16 FLuc: 4.0%; BRCA1 expr up: -1.1%

Results for CC1CCCN(C(=O)CNC(=O)c2ccco2)C1 (stereo not drawn) ?
RORg inh: 37.5%; PKM2 activator: -0.2%; Rab9 prom act: inconclusive; NPC1 prom act: 25.4%; Giardia kill: 12.5; p53 reactivation: inconclusive; FLuc modulator: -21.0%; ELG1 genotoxic: inconclusive; Gal4-VP16 FLuc: 11.6%; BRCA1 expr up: inconclusive

Results for O=C1C2ON(c3ccccc3)C(c3ccncc3)C2C(=O)N1c1ccccc1 (stereo not drawn) ?
RORg inh: -2.1%; PKM2 activator: -2.3%; Rab9 prom act: 5.4%; NPC1 prom act: 2.0%; Giardia kill: 6.4; p53 reactivation: 6.2%; Menin-MLL TR inh: 0.5%; FLuc modulator: -1.5%; ELG1 genotoxic: 0.0%; Gal4-VP16 FLuc: 2.9%; BRCA1 expr up: 6.1%

How did O=C(Nc1ccc2c(c1)OCCO2)C(=O)NC1CC1 do in these assays?
RORg inh: inconclusive; PKM2 activator: -12.0%; Rab9 prom act: 2.82µM*; NPC1 prom act: inconclusive; Giardia kill: 2.8; p53 reactivation: 14.9%; Menin-MLL TR inh: -18.5%; FLuc modulator: 4.78µM*; ELG1 genotoxic: inconclusive; Gal4-VP16 FLuc: inconclusive; BRCA1 expr up: 88.4%

Results for CCOC(=O)C1(CCOc2ccccc2)CCN(Cc2cc(OC)ccc2OC)CC1 ?
RORg inh: 1.2%; PKM2 activator: 0.2%; Rab9 prom act: -2.7%; NPC1 prom act: 3.2%; Giardia kill: -3.2; p53 reactivation: 10.9%; Menin-MLL TR inh: -19.8%; FLuc modulator: 2.3%; ELG1 genotoxic: -11.7%; Gal4-VP16 FLuc: -1.0%; BRCA1 expr up: -36.7%

Results for CC(C)(C)c1ccc(NC(=O)c2ccccc2)c([N+](=O)[O-])c1 ?
RORg inh: 2.9%; PKM2 activator: 0.9%; Rab9 prom act: 0.501µM*; NPC1 prom act: 0.447µM*; Giardia kill: -21.9; p53 reactivation: inconclusive; Menin-MLL TR inh: -1.6%; FLuc modulator: 4.26µM*; ELG1 genotoxic: -9.6%; Gal4-VP16 FLuc: -23.5%; BRCA1 expr up: inconclusive

Results for CC(=O)Nc1cc(C(N)=O)c(Cl)cc1Cl ?
RORg inh: 5.4%; PKM2 activator: -14.6%; Rab9 prom act: -5.0%; NPC1 prom act: 4.9%; Giardia kill: -4.6; p53 reactivation: -2.0%; Menin-MLL TR inh: -0.4%; FLuc modulator: 4.7%; ELG1 genotoxic: 1.2%; Gal4-VP16 FLuc: -0.2%; BRCA1 expr up: -19.0%

Results for COc1cccc(CNc2ccc3[nH]c(=O)[nH]c3c2)c1OCc1ccccc1F ?
RORg inh: inconclusive; PKM2 activator: -20.5%; Rab9 prom act: 4.6%; NPC1 prom act: 2.1%; Giardia kill: 26.1; p53 reactivation: -89.4%[inhibitor]; Menin-MLL TR inh: -7.6%; FLuc modulator: 0.1%; ELG1 genotoxic: -10.3%; Gal4-VP16 FLuc: -13.9%; BRCA1 expr up: -33.0%

How did Cc1ccc(S(=O)(=O)NNC(=S)NCC2CCCO2)cc1 (stereo not drawn) do in these assays?
RORg inh: inconclusive; PKM2 activator: -5.0%; Rab9 prom act: 2.5%; NPC1 prom act: -3.1%; Giardia kill: 9.5; p53 reactivation: -0.2%; Menin-MLL TR inh: -4.9%; FLuc modulator: -0.5%; ELG1 genotoxic: -1.8%; Gal4-VP16 FLuc: -6.9%; BRCA1 expr up: 0.6%

Some of the compounds tested, so the mix of outcomes need not match the whole.
